From PubChem BioAssay
Pf Dd2 growth = P. falciparum Dd2 growth inhibitors, primary screen, SYBR Green fluorescence, single dose replicates | actives 2.3% (n = 94,000) | activity change, % at 10 µM | AID 1159554, 2015 | 72 h; active compounds read low; in the data active = activity change below about -80%; inconclusive = no clear call, values can overlap the other calls
Tcruzi prolif = T. cruzi intracellular proliferation inhibitors, primary screen, cell-based, beta-gal Tulahuen parasites, NIH3T3 host, luminescence; T. cruzi beta-gal in NIH3T3, GalScreen luminescence, 90 h; inhibition, % at 8.34 µM; actives 5.9% (n = 77,000);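 active = mean inhibition above about 93%, with at least 55% of replicates each passing it, limit read from the data, passing the limit was not always enough; inconclusive = only one of those two conditions holds; inactive = neither condition holds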
KDM4C inh = inhibitors of GASC-1 (KDM4C) histone demethylase, primary screen, biochemical, single concentration HTS; Lysine-specific demethylase 4C (Homo sapiens), Q9H3R0; actives 0.15% (n = 96,000); GST-KDM4C 2-372, H3K9me3 peptide, LANCE TR-FRET; inhibition, % at 12.5 µM;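 active = mean replicate inhibition above about 25%, with at least 55% of replicates also reaching it, limit read from the data, passing the limit was not always enough; inconclusive = only one of those two conditions met; inactive = neither condition met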
Target sequence (Q9H3R0 2-372 limits assumed): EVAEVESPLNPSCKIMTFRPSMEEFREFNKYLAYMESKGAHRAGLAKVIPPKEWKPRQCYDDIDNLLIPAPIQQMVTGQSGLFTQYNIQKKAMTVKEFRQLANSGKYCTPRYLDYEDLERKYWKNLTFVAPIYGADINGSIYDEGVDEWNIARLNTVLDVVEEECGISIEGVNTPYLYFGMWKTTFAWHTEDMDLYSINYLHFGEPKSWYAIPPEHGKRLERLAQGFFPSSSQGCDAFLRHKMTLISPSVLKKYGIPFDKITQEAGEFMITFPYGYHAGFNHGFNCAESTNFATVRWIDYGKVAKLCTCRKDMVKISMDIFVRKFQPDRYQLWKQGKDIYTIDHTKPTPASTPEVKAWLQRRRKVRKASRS
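System – N-terminal GST-fused human GASC-1 (KDM4C) fragment, residues 2-372 · Input – enzyme final amount 10 nM · Technique – LANCE TR-FRET, Eu antibody, ULight-streptavidin, EDTA, ex 340 nm, em 618/671 nm · Medium – HEPES buffer, pH 7.5, plus ascorbate · Incubation – enzyme reaction 30 min, then detection 60 min, both room temperature · Reagent – H3K9me3 peptide with Fe(II)/2OG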
C diff HTS = C. difficile growth inhibitors, primary screen, HTS. Clostridium difficile clinical isolate growth, OD600, 24 h; active compounds read low. AID 1259249, 2017. growth activity, negative = inhibition, % at 16 µg/mL (by protocol). actives 0.25% (n = 86,000);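 active = mean growth activity at or below -80% and every replicate also at or below -80%; inconclusive = mean at or below -80% but some replicate above -80%; inactive = mean growth activity above -80%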;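 also: 0% = DMSO wells and -100% = levofloxacin 16 µg/mL wells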
* hit, by the source's call; ? = inconclusive; / = not tested or not shown; & = joins results of further samples; ! = repeats disagree.

canonical_smiles | Tcruzi prolif | Pf Dd2 growth | C diff HTS | KDM4C inh
CN1CCN(C(=O)C[C@H]2CC[C@H]3[C@@H](COc4ccc(NC(=O)c5ccc(F)c(F)c5)cc4C(=O)N3C)O2)CC1 | 21 | -3 | -2 | 1.6
CCC(=O)N1[C@H](CN(CC)C(C)=O)[C@@H](c2ccc(-c3ccccc3)cc2)[C@@H]1CO | 4 | -1 | -11 | -0.3
O=C(C[C@H]1CC[C@@H]2[C@H](COC[C@H](O)CN2S(=O)(=O)c2ccc(F)cc2)O1)NCCN1CCCCC1 | 8 | 0 | / | -0.4
COc1cccc(S(=O)(=O)N(C)C[C@@H]2Oc3ncc(C#CCN(C)C)cc3C(=O)N([C@H](C)CO)C[C@H]2C)c1 | 96*! | -2&-4 | 1&7 | -0.5
C[C@H](CO)N1C[C@H](C)[C@@H](CN(C)C(=O)Nc2ccc3c(c2)OCCO3)OCc2cn(nn2)CCCC1=O | -16&-32 | 10&7 | 3 | 2.9
C[C@H](CO)N1C[C@H](C)[C@H](CN(C)C(=O)NC2CCCCC2)OCCCC[C@H](C)Oc2ccc(NS(C)(=O)=O)cc2C1=O | 26 | -28 | / | -0.1
C[C@@H]1CN([C@@H](C)CO)S(=O)(=O)c2ccc(C#Cc3cccnc3)cc2O[C@H]1CN(C)C(=O)CN(C)C | 41 | -62 | 3 | -0.7
O=C(Nc1ccc(F)cc1)N1CC(=O)N2[C@H](CO)[C@@H](c3ccc(C#Cc4ccc(F)cc4)cc3)[C@H]2C1 | / | -20 | -5 | -2.1
CC(C)NC(=O)Nc1ccc2c(c1)C(=O)N(C)[C@@H]1CC[C@@H](CC(=O)NC3CCCCC3)O[C@@H]1CO2 | -60 | 10 | 1 | 0.3
CCC(=O)NC[C@H]1[C@@H](c2ccc(-c3ccc(F)cc3)cc2)[C@@H](CO)N1C(=O)CC | / | -17 | 3 | 3.1
C[C@@H]1CCCCO[C@@H](CN(C)Cc2ccc(C(F)(F)F)cc2)[C@@H](C)CN([C@@H](C)CO)C(=O)c2cc(NC(=O)CCCN(C)C)ccc2O1 | 100* | -85* | -2 | 4.3
C[C@H](CO)N1C[C@H](C)[C@H](CN(C)C(=O)NC2CCCCC2)Oc2ccc(NC(=O)CCC(F)(F)F)cc2C1=O | 19 | 6 | -2 | -0.9
COc1ccc(CN2C[C@@H](C)[C@H](OC)CN(C)C(=O)c3ccc(NC(=O)C4CC4)cc3OC[C@H]2C)cc1 | -20 | -62 | / | 0.4
O=C(Cc1ccccc1)N1C[C@@H]2[C@H](c3ccccc31)[C@H](CO)N2C(=O)Nc1ccc(F)cc1 | 37 | -10 | -4 | -1.6
COc1ccc(S(=O)(=O)N2CC[C@@H]3[C@@H](CO)Nc4ccc(-c5cccc(C#N)c5)cc4[C@@H]32)cc1 | 39 | -6 | -3 | -1.5
C[C@@H]1CN([C@H](C)CO)C(=O)c2cc(NC(=O)C3CCCCC3)ccc2O[C@H]1CN(C)C(=O)Nc1ccc(F)cc1 | 33 | 15 | 1 | 7.9
O=C(CC1CC1)N1CC2(C1)[C@H](c1ccccc1)[C@@H](CO)N2C(=O)c1ccccn1 | / | -3 | -4 | -0.6
C[C@H](CO)N1C[C@H](C)[C@H](CN(C)Cc2ccc3c(c2)OCO3)Oc2ncc(-c3cccc(C(F)(F)F)c3)cc2C1=O | 91 | -29 | 16 | -4.1
CCCNC(=O)N1C[C@H]2[C@@H](c3ccccc31)[C@@H](CO)N2C(=O)c1ccccc1 | 66 | -3 | -4 | -0.6
COC(=O)C[C@@H]1C[C@H]2c3cc(NC(=O)Nc4ccc(C(F)(F)F)cc4)ccc3O[C@H]2[C@@H](CO)O1 | 27 | 5 | -2 | 2.6

Some of the entries above in a different format.
molecule: O=C(Cc1ccccc1)N1C[C@@H]2[C@H](c3ccccc31)[C@H](CO)N2C(=O)Nc1ccc(F)cc1
  Tcruzi prolif = 37; Pf Dd2 growth = -10; C diff HTS = -4; KDM4C inh = -1.6

molecule: COc1ccc(S(=O)(=O)N2CC[C@@H]3[C@@H](CO)Nc4ccc(-c5cccc(C#N)c5)cc4[C@@H]32)cc1
  Tcruzi prolif = 39; Pf Dd2 growth = -6; C diff HTS = -3; KDM4C inh = -1.5

molecule: C[C@@H]1CN([C@H](C)CO)C(=O)c2cc(NC(=O)C3CCCCC3)ccc2O[C@H]1CN(C)C(=O)Nc1ccc(F)cc1
  Tcruzi prolif = 33; Pf Dd2 growth = 15; C diff HTS = 1; KDM4C inh = 7.9

Next results follow.
canonical_smiles | Tcruzi prolif | Pf Dd2 growth | C diff HTS | KDM4C inh
C[C@H]1CN([C@@H](C)CO)C(=O)c2cc(NC(=O)Nc3cccc4ccccc34)ccc2O[C@@H]1CN(C)Cc1ccc(-c2ccccc2)cc1 | 81 | -18 | 5 | -1.4
CCCC#Cc1cnc2c(c1)C(=O)N([C@H](C)CO)C[C@@H](C)[C@H](CN(C)Cc1ccc3c(c1)OCO3)O2 | 31 | -47 | 3 | -0.4
COc1ccc(NC(=O)Nc2ccc3c(c2)C(=O)N([C@H](C)CO)C[C@@H](C)[C@H](CN(C)S(C)(=O)=O)OCCCC[C@H](C)O3)cc1 | -7 | 32 | 10 | 1.6
COc1cccc(S(=O)(=O)N[C@H]2C=C[C@H](CC(=O)NC3Cc4ccccc4C3)O[C@@H]2CO)c1 | 38 | -4 | / | 0.0
CO[C@@H]1CN(C)C(=O)c2cc(NC(=O)C3CCC3)ccc2OC[C@@H](C)N(C(=O)c2ccccc2)C[C@H]1C | 6 | / | / | -0.3
C[C@@H]1CN([C@@H](C)CO)C(=O)c2cc(C#Cc3ccccc3)cnc2O[C@@H]1CN(C)C(=O)CN(C)C | -44 | 14 | -6 | 0.2
C[C@@H]1CN([C@@H](C)CO)C(=O)c2cccc(NC(=O)Nc3ccc(C(F)(F)F)cc3)c2O[C@H]1CN(C)Cc1ccc(-c2ccccc2)cc1 | 66 | 7 | 0 | 6.2
COc1ccc(S(=O)(=O)Nc2ccc3c(c2)C(=O)N([C@H](C)CO)C[C@@H](C)[C@H](CN(C)C(=O)c2ccccc2)OCCCC[C@@H](C)O3)cc1 | 37 | -46 | 5 | -1.1
C[C@@H]1CCCCO[C@@H](CN(C)C(=O)Nc2ccc(F)cc2)[C@H](C)CN([C@H](C)CO)C(=O)c2cc(NC(=O)Cc3ccccc3)ccc2O1 | 87 | -75 | 3 | 0.1
O=C(Nc1cccc(F)c1)N1CCCCN2[C@@H](CO)[C@H](c3ccc(C#Cc4cccnc4)cc3)[C@@H]2C1 | 103* | -76 | 9 | -1.3
COc1ccc(CN(C)C[C@H]2Oc3ccc(NC(=O)NC(C)C)cc3C(=O)N([C@H](C)CO)C[C@H]2C)cc1 | -25 | 7 | 0 | 15
CCC(=O)N1CC[C@@H]2[C@H](CO)Nc3ccc(C#Cc4cccc(OC)c4)cc3[C@@H]21 | 67 | -10 | -7 | -3.0
CC(C)CC#Cc1cnc2c(c1)C(=O)N([C@@H](C)CO)C[C@H](C)[C@H](CN(C)S(=O)(=O)c1cn(C)cn1)O2 | 36 | 32 | -2 | 0.8
COc1ccc(S(=O)(=O)Nc2ccc3c(c2)C(=O)N([C@@H](C)CO)C[C@@H](C)[C@@H](CN(C)S(=O)(=O)c2ccccc2)OCCCC[C@H](C)O3)cc1 | / | -69 | -2 | -1.6
C[C@H]1CN([C@@H](C)CO)S(=O)(=O)c2ccc(C3=CCCC3)cc2O[C@H]1CN(C)C(=O)C1CCC1 | 52 | -38 | -6 | -2.7
CCS(=O)(=O)N1CC2(CN(C(=O)CN3CCOCC3)[C@@H](CO)c3c2c2ccc(OC)cc2n3C)C1 | / | 18 | -5 | 2.1
COc1cccc(S(=O)(=O)N2CC3(CN(C(=O)Nc4cccc(F)c4)[C@@H](CO)c4[nH]c5cc(OC)ccc5c43)C2)c1 | / | -49 | -1 | -0.9
COc1ccc(NC(=O)N(C)C[C@H]2Oc3ccc(NC(=O)Cn4cnnn4)cc3CC(=O)N([C@H](C)CO)C[C@@H]2C)cc1 | 33 | 28 | -3 | 5.6
CC(C)NC(=O)N(C)C[C@H]1OCCCC[C@@H](C)Oc2ccc(NC(=O)C3CCCCC3)cc2C(=O)N([C@@H](C)CO)C[C@H]1C | 19 | -57 | -1 | -1.2
CCCNC(=O)N(C)C[C@@H]1Oc2ncc(/C=C/c3ccccc3)cc2C(=O)N([C@H](C)CO)C[C@@H]1C | 84 | -38 | 2 | -0.6
COc1ccc2c3c(n(C)c2c1)[C@H](CO)N(Cc1ccc(Cl)cc1)CC31CN(C(=O)NC(C)C)C1 | / | -25 | 11 | /
Cc1cccc(S(=O)(=O)N2CCCCN3[C@H](C2)[C@@H](c2ccc(C#CC(C)C)cc2)[C@@H]3CO)c1 | ? | -34 | -7 | 0.4
C[C@@H]1CN([C@H](C)CO)C(=O)Cc2cc(NS(=O)(=O)c3ccccc3)ccc2O[C@@H]1CN(C)Cc1ccc2c(c1)OCO2 | 75 | 2 | -17 | -0.1
CCS(=O)(=O)N1CCC2(CC1)CN(S(=O)(=O)c1ccccc1)[C@H](CO)c1c2c2ccc(OC)cc2n1C | / | ? | 21 | -0.3
C[C@H](CO)N1C[C@H](C)[C@H](CN(C)C(=O)Nc2ccc3c(c2)OCO3)Oc2ncc(C#CCN(C)C)cc2C1=O | -34 | 31 | 0 | 1.5
CO[C@H]1CN(C)C(=O)c2ccc(NC(C)=O)cc2OC[C@@H](C)N(C(=O)c2ccccn2)C[C@@H]1C | -7 | 13 | / | 1.3
CO[C@@H]1CN(C)C(=O)c2cc(NC(=O)c3ccc(F)cc3)ccc2OC[C@@H](C)N(C(C)=O)C[C@H]1C | -32 | 26 | -2 | 1.3
O=C(Nc1ccccc1)N1C[C@@H]2[C@H](c3ccccc31)[C@H](CO)N2C(=O)c1ccccn1 | -30 | -28 | 2 | 1.5
CN(C)C(=O)c1ccc(-c2ccc3c(c2)[C@@H]2[C@@H](CCN2C(=O)C2CCOCC2)[C@@H](CO)N3C)cc1 | 102* | 1 | -5 | 2.3
C/C=C/c1ccc([C@H]2[C@@H](CO)N(C(=O)NC3CCCC3)[C@H]2C#N)cc1 | 51 | 18 | -1 | -1.2
Cc1ccccc1S(=O)(=O)N1CC(=O)N2[C@H](CO)[C@@H](c3ccc(C#CCC4CCCC4)cc3)[C@H]2C1 | / | -29 | -3 | -1.8
C[C@@H]1CCCCO[C@@H](CN(C)C(=O)Nc2ccc(C(F)(F)F)cc2)[C@H](C)CN([C@@H](C)CO)C(=O)c2cc(NC(=O)Nc3ccc(C(F)(F)F)cc3)ccc2O1 | 116* | 8 | 18 | -0.7
O=C(C[C@@H]1C[C@@H]2c3cc(NC(=O)Nc4ccccc4)ccc3O[C@@H]2[C@@H](CO)O1)NCc1ccccc1 | -7 | -40 | -2 | 0.2
COc1ccc(-c2ccc3c(c2)[C@H]2[C@H](CCN2S(=O)(=O)c2ccc(OC)cc2)[C@@H](CO)N3)cc1 | 23 | 4 | -6 | 1.9
C[C@H]1CCCCO[C@H](CN(C)Cc2ccc3c(c2)OCO3)[C@@H](C)CN([C@@H](C)CO)C(=O)c2cc(NC(=O)Nc3ccc(F)cc3)ccc2O1 | 109* | -75 | 3 | 0.0
COc1ccc(NC(=O)N[C@@H]2CC[C@H](CCn3cc(-c4ccc(F)cc4)nn3)O[C@H]2CO)cc1 | / | -42 | 2 | -2.7
C[C@@H]1CN([C@H](C)CO)C(=O)c2cc(NC(=O)Nc3ccc(F)cc3)ccc2O[C@H]1CN(C)S(=O)(=O)c1cn(C)cn1 | 21 | 17 | -1 | 1.4
C[C@H]1CN([C@@H](C)CO)C(=O)Cc2cc(NC(=O)Cc3ccccc3)ccc2O[C@@H]1CN(C)Cc1ccc(Oc2ccccc2)cc1 | 79 | -20 | 5 | 0.4
CC(C)NC(=O)N1[C@H](CO)[C@@H](c2ccccc2)[C@@H]1CN(C)C(=O)c1ccccc1 | 8 | -8 | -1 | 2.4
O=C(C[C@@H]1CC[C@H](NC(=O)Cc2cccnc2)[C@H](CO)O1)Nc1ccc(-c2ccccc2)cc1 | -80 | -2 | / | -0.1
C[C@H]1CCCCO[C@H](CN(C)C(=O)Cc2ccccc2)[C@@H](C)CN([C@@H](C)CO)C(=O)c2cc(NC(=O)CCC(F)(F)F)ccc2O1 | 87 | -18 | -10 | 0.1
COCCNC(=O)C[C@@H]1CC[C@@H]2[C@H](COC[C@H](O)CN2C(=O)c2cc(Cl)cc(Cl)c2)O1 | -11 | 6 | 0&-5 | -5.7
COc1ccc(S(=O)(=O)Nc2ccc3c(c2)CC(=O)N([C@@H](C)CO)C[C@H](C)[C@H](CN(C)C)O3)cc1 | 14 | 24 | -1 | 0.9
COc1ccc(NC(=O)N2C[C@H](O)COC[C@@H]3O[C@H](CC(=O)N4CCOCC4)CC[C@H]32)cc1 | 3 | 3 | / | 0.3
Cc1cc(C(=O)Nc2cccc3c2O[C@@H](CN(C)Cc2ccc4c(c2)OCO4)[C@@H](C)CN([C@H](C)CO)C3=O)n(C)n1 | 40 | 3 | -1 | 0.7
